# KinaseGlo FLuc – Counterscreen for Luciferase (Kinase-Glo TM) Inhibition. Luciferin 4-monooxygenase (Photuris pensylvanica), Q27757. Kinase-Glo luciferase, ATP luminescence, 8 min. Potency, µM (top dose mostly 38.3 µM), for inactives: at the highest dose activity change, negative = inhibition, most hits filed as inhibitors. 200,000 compounds, 0.28% hits. AID 1379, 2008; also: potency is read from the fitted curve at half-maximal effect; % is scaled to controls: 0 for no effect and ±100 for the full control effect; nearly all actives have a fitted effect of over 60% in size
#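 Compound is pinned into ATP-containing buffer (10 uM ATP, imidazole pH 7.2, 7 mM MgCl2). Kinase-Glo luciferase reagent is then added. Light output is recorded following an 8-min room-temperature incubation.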
# IMPase Li inh – qHTS Assay for Identifying the Cell-Membrane Permeable IMPase Inhibitors: Potentiation with Lithium; CHO-M1 cells, IP1 TR-FRET (IP-One), carbachol + lithium; Potency, µM (highest dose often 59.4 µM), without a hit: at the top dose activity, negative = IMPase inhibition, actives largely listed as inhibitors; 210,000 compounds, 0.35% hits; AID 1457, 2008;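 also: IP1 builds up when IMPase is blocked and the TR-FRET signal falls; potency is read from the fitted curve at half-maximal effect; plate controls were basal vehicle for no effect and high inhibitor control for full effect; nearly all actives have a fitted effect of over 50% in size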
#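 CHO cells stably expressing M1 receptor (2000/well, cultured 16–30 h) treated 30 min at 37C with compound plus low lithium. Cytosolic IP1 by TR-FRET (665/620 ratio and 620 channel) after 10 min lysis; AC50 by Hill fit.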
# Epigenetic reg – Quantitative High-Throughput Screen for Regulators of Epigenetic Control | murine LDR cells, GFP reporter derepression, 30 h | 280,000 compounds, 0.2% hits | AID 1865, 2009 | Potency, µM (titrated, usually from 53.9 µM), for inactives: at the highest dose GFP activation, actives largely listed as activators; also: potency is read from the fitted curve at half-maximal effect; % of control where 0% means no effect; nearly all actives have a fitted effect of over 60% in size
#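 GFP-positive cell count by laser-scanning cytometry (objects 20–120 um) after 30 h, 37 C compound exposure of murine LDR cells; reporter is CMV-GFP integrated at a silenced locus, inducible by HDAC or DNMT inhibitors.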
# NPSR antag – qHTS Assay for Antagonists of the Neuropeptide S Receptor: cAMP Signal Transduction; Q6W5P4; CHO-NPSR cells, cAMP TR-FRET, antagonist mode; Potency, µM (top dose mostly 38.3 µM), for the others: at the highest dose activity change, negative = inhibition, usual class: inhibitors; 220,000 compounds, 1% hits; also: potency is read from the fitted curve at half-maximal effect; % is scaled to controls: 0 for no effect and ±100 for the full control effect; nearly all actives have a fitted effect of over 50% in size; many of its hits are not listed in these tables
# Target sequence (Q6W5P4 whole entry, looked up): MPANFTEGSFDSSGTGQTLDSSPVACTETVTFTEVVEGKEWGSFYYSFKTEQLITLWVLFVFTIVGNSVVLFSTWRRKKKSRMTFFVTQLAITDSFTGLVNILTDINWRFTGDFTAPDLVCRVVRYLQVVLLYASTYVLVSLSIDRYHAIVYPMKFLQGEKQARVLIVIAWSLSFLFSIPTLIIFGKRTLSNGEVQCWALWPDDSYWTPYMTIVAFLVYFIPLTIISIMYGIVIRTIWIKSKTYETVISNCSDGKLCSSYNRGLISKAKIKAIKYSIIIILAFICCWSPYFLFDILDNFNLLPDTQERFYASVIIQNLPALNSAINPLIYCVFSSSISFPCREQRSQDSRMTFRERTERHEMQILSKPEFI
# HttQ103 aggreg – qHTS Multiplex Assay to Identify Dual Action Probes in a Cell Model of Huntington: Aggregate Formation (GFP); Potency, µM (top dose mostly 46.1 µM), inactives show top-dose activity change, negative = inhibition, most hits filed as inhibitors; 220,000 compounds, 1.1% hits; PC12 HttQ103-GFP aggregates, Acumen cytometry, 40 h; also: potency is read from the fitted curve at half-maximal effect; % is scaled to controls: 0 for no effect and ±100 for the full control effect; nearly all actives have a fitted effect of over 60% in size
#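 Ecdysone-promoter PC12 model expressing HTT exon 1 Q103 fused to GFP, induced by tebufenozide at 100 nM final. Compounds titrated; aggregates sized 1–25 µm scored on a 488 nm laser cytometer.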
# CBFb-RUNX1 inh – qHTS Assay for Compounds Blocking the Interaction Between CBF-beta and RUNX1 for the Treatment of Acute Myeloid Leukemia; Runt-related transcription factor 1 (Homo sapiens) + Core-binding factor subunit beta …; AlphaScreen CBFb-His/RUNX1-biotin binding, biochemical; Potency, µM (doses to about 59.8 µM), for the others: at the highest dose activity, negative = inhibition, most hits filed as inhibitors; 230,000 tested, under 10 active; also: % of control where 0% means no effect
# Target sequence (Q01196 whole entry, looked up): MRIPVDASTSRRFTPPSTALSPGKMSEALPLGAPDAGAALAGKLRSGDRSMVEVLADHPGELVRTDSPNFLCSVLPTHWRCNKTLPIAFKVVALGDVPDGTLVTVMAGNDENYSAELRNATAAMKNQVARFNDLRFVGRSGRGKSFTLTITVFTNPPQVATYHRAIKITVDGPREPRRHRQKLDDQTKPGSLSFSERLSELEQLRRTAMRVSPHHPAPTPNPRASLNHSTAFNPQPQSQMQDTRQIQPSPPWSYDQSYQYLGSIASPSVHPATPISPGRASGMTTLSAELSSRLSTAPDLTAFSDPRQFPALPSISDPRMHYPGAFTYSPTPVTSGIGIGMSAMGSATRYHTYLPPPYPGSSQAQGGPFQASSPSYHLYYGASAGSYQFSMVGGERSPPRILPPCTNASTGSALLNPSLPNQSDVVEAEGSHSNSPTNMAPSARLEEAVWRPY
# Target sequence (Q13951 whole entry, looked up): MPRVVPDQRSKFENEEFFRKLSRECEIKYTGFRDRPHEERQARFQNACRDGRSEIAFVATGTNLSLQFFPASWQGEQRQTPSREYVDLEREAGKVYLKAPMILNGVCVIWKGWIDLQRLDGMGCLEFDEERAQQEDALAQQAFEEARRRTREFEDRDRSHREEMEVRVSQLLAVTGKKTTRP
#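 Read-out: AlphaScreen. Format: His-CBF-beta with biotinylated RUNX1 (30 nM each) preincubated 20 min, compound 15 min, Ni-chelate plus streptavidin beads 90 min; room temperature throughout.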
# L3MBTL1 inh – qHTS Assay for the Inhibitors of L3MBTL1; Potency, µM (titrated, usually from 57.1 µM), for the others: top-dose activity, negative = inhibition, usual class: inhibitors; Lethal(3)malignant brain tumor-like protein 1 (Homo sapiens), Q9Y468; AlphaScreen L3MBTL1–H3K9me1 peptide binding; 230,000 compounds, 0.66% hits; also: potency is read from the fitted curve at half-maximal effect; % is scaled to controls: 0 for no effect and ±100 for the full control effect; nearly all actives have a fitted effect of over 60% in size
#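 First, the protein-peptide complex forms for 30 min at room temperature (L3MBTL1 50 nM, biotinylated H3K9me1 peptide 75 nM). Next, compounds are pin-transferred and incubated 30 min. Finally, AlphaScreen beads are added and read after 30 min.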
# * = called active by the depositor; ? = inconclusive; / = not tested or not shown; & = joins results of further samples; [ ] = remark or other dose. Calls follow the shape of the dose curve; as a rule, active = well fitted curve in the direction sought with a large enough effect; inconclusive = small, poorly fitted or top-dose-only effect, or another doubt; inactive = no such curve, though single readings can be large; an effect the other way counts as inactive or inconclusive. The list is partial; the hit share may differ from the screen's.
SMILES,KinaseGlo FLuc,IMPase Li inh,Epigenetic reg,NPSR antag,HttQ103 aggreg,CBFb-RUNX1 inh,L3MBTL1 inh
CCC(=O)N1CCc2cc(S(=O)(=O)N3CCN(C(=O)c4ccco4)CC3)ccc21,2%,-11%[38.3 µM],-1.8%,-1%[46.1 µM],12%,-5%,/
COc1ccc(CN(CC(=O)NCC2CCCO2)C(=O)CCC(=O)Nc2cc(C)on2)cc1 (stereo unspecified),6%,9%,0.0%,0%[46.1 µM],0%,3%,0%
CCc1n[nH]c(=O)n1Cn1c(CC)n[nH]c1=O,-2%,28%[38.3 µM],2.1%,4%[46.1 µM],6%[9.22 µM],0%,/
CC1(C)CC(=O)C=C(NCc2cccc(C(F)(F)F)c2)C1,/,/,1.1%,4%[7.67 µM],-2%[9.22 µM],5%,6%
COC(=O)c1cc(OC)c(OCc2cc(C(=O)OC)oc2C)c(OC)c1,-1%,34%[activator][38.3 µM],0.9%,-15%[46.1 µM],2%,0%,4%
C/C(=N\NC(=O)c1c(Br)c(C)nn1C)c1cccc(NC(=O)c2ccccc2C)c1,0%,9%,-1.9%,-5%,-10%,-1%,1%
COC(=O)/C=C/C(=O)N1CCN(c2cccc(Cl)c2)CC1,3%,-2%,-1.0%,10%,?,6%,-1%
CCOC(=O)c1ccc(Cn2cnc3ccccc3c2=O)cc1,0%,27%[38.3 µM],0.0%,-5%[46.1 µM],-10%,3%,4%
O=c1cc(-c2ccccc2)nc(N2CCN(Cc3ccc4c(c3)OCO4)CC2)[nH]1,1%,11%[38.3 µM],0.0%,-19%[46.1 µM],6%,1%,/
Cc1ccc2cc(C#N)c(NCCNC(=S)NCCCN(C)C)nc2c1C,-2%,15%,4.5%,35%,-4%[9.22 µM],7%,-8%
COc1ccc(C(=O)N2CCN(Cc3cc(OC)c(O)c(OC)c3)CC2)cc1OC,/,/,-9.8%,2%[46.1 µM],24%,-5%,-12%
COc1ccc(NC(=O)C(c2cc3c(cc2[N+](=O)[O-])OCO3)N(C)c2ccccc2)cc1 (stereo unspecified),-2%,0%,0.0%,5%,-3%,?,-27%
N/C(=N\OC(=O)CCCOc1ccccc1)c1ccccn1,0%,2%,-1.9%[10.1 µM],8%,-10%[9.22 µM],-2%,8%
COc1ccc(OC)c(-n2c(-c3cnccn3)n[nH]c2=S)c1,-4%,15%[38.3 µM],0.7%,?,-1%,-4%,/
CCOC(=O)c1cn(CC(=O)Nc2ccc3c(c2)OCCO3)nn1,-1%,20%[38.3 µM],-11%,-6%[46.1 µM],7%,0%,4%
O=C(NCCc1ccc(Cl)cc1)c1ncn[nH]1,2%,-12%[38.3 µM],-1.2%,-5%[46.1 µM],0%,0%,?
O=C(OCCOc1ccccc1)c1n[nH]c2ccccc12,/,/,-0.3%,20%,14%[9.22 µM],18%,6%
O=C(C1=NN[C@@H]2C(=O)N(c3ccccc3C(F)(F)F)C(=O)[C@H]12)c1ccc2ccccc2n1,3%,4%,10%,-1%[46.1 µM],-20%,1%,7%
Cc1c(N/C(=N/S(=O)(=O)c2ccc(Cl)cc2)c2ccccc2)c(=O)n(-c2ccccc2)n1C,-2%,0%,-1.9%,8%,2%,-2%,5%
Cc1ccccc1NC(=O)c1ccc(S(=O)(=O)N(C)C)cc1,4%,-2%,-1.0%,5%[46.1 µM],-25%,1%,48%[activator]
O=S(=O)([O-])CCC[n+]1c(SCCCS(=O)(=O)O)sc2ccc(Cl)cc21,5%,1%,-1.1%,21%,3%,-8%,8%
O=P(c1ccccc1)(c1ccccc1)c1nc(-c2ccc(Cl)cc2)oc1N1CCOCC1,2%,0%,9.6%,10µM*,20%[9.22 µM],-25%,-7%
O=C(Cc1ccccc1)Nc1ccc2c(c1)C(=O)N(CC1CCCO1)C2=O (stereo unspecified),4%,0%,1.1%,-1%,21%,1%,-5%[11.4 µM]
COc1ccc(Cl)cc1C(=O)Nc1ccc2c(c1)OCO2,-11%,3%[38.3 µM],0.0%,?,21%,6%,0%
Cc1cc(C)c(S(=O)(=O)N2CCN=C2c2ccccc2)c(C)c1,1%,7%,0.1%,-7%,14%,-5%,4%

# Copied from the list:
# CBFb-RUNX1 inh with COC(=O)/C=C/C(=O)N1CCN(c2cccc(Cl)c2)CC1 is entered as 6%
# CBFb-RUNX1 inh with O=C(C1=NN[C@@H]2C(=O)N(c3ccccc3C(F)(F)F)C(=O)[C@H]12)c1ccc2ccccc2n1 is entered as 1%

# (continued)
SMILES,KinaseGlo FLuc,IMPase Li inh,Epigenetic reg,NPSR antag,HttQ103 aggreg,CBFb-RUNX1 inh,L3MBTL1 inh
CN(c1cccc(NC(=O)COc2ccccc2)c1)S(C)(=O)=O,-1%,11%[38.3 µM],-1.7%,-9%[46.1 µM],?,4%,9%
CC(C)OCCCNC(=O)c1cccc(NC(=O)c2ccccc2)c1,3%,0%,-1.7%,10%,-17%,-2%,14%
COc1cc(OC)cc(-c2nc3ccccc3c(=O)n2OC(=O)c2ccccc2C)c1,0%,10%,-0.1%,?,?,-2%,1%
O=C(O)C1CCC(N2C(=O)C3C4CCC(C4)C3C2=O)CC1 (stereo unspecified),4%,12%,-2.3%,-11%,12%,6%,4%
O=C(c1cccs1)N1CCC(c2nc3ccccc3s2)CC1,12%,13%[38.3 µM],-4.5%,?,?,-2%,4%
O=C(NCc1ccc2c(c1)OCO2)c1ccc(S(=O)(=O)N2CCCCC2)cc1,2%,30%[38.3 µM],-0.7%,6%[46.1 µM],13%,2%,/
C#CCOC(=O)NC(/C=C/CCCC)c1ccccc1 (stereo unspecified),-1%,13%,7.5%,/,/,14%,/
COC(=O)CN1C(=O)C2(C(C#N)=C(N)Oc3n[nH]c(-c4cccs4)c32)c2ccccc21 (stereo unspecified),-1%,-18%[38.3 µM],-1.9%,-7%[46.1 µM],8%,1%,/
Cc1cc2c(ncn2C)c(NS(=O)(=O)c2cc(Cl)ccc2Cl)c1C,2%,23%[38.3 µM],2.5%,-11%[46.1 µM],-4%,9%,?
Cc1ccccc1C(=O)Nc1ccc(S(=O)(=O)Nc2onc(C)c2C)cc1,/,/,5.4%,8%,-5%[9.22 µM],6%,-4%
CCCCNC(=O)c1cc(-c2ccc(F)cc2)on1,2%,-4%,?,-6%[46.1 µM],?,11%,5%
O=C(Nc1ccccc1Sc1ccccc1)c1ccc(F)cc1,-4%,16%,0.0%,-13%,-14%,5%,68%[activator]
CCOc1cccc(NC(=O)c2cccc(F)c2)c1,1%,0%,-2.2%,13%,-14%,3%,12%
CN1CCN(C(=O)Nc2cccc3ccccc23)CC1,4%,-4%[38.3 µM],0.0%,-8%[46.1 µM],-10%,7%,-3%
Cc1sc2nc(SCC(=O)N3CCCCC3)[nH]c(=O)c2c1C,-4%,4%,1.2%,-24%[46.1 µM],-6%,19%,-6%
COc1ccc(CN(CC2CCC(C(=O)O)CC2)C(=S)Nc2cc(Cl)ccc2OC)cc1 (stereo unspecified),/,7%,-0.2%,-55%,4%,1%,/
CC(C)C(c1nnnn1Cc1ccccc1)N1CCC(C(N)=O)CC1 (stereo unspecified),8%,-11%[38.3 µM],0.0%,-9%[46.1 µM],0%,5%,-6%
CC(=O)Nc1ccc(NC(=O)c2ccc(C)c(S(=O)(=O)Nc3cccc(C)c3)c2)cc1,1%,5%,-7.5%,6%,26%[9.22 µM],-9%,38%[activator]
C=CCn1c(COc2ccccc2F)nnc1SCCN1C(=O)c2ccccc2C1=O,4%,-5%,0.0%,23%,-8%,-3%,7%
COc1cccc(NC(=S)N2CCN(c3ccc([N+](=O)[O-])cc3)CC2)c1,0%,-1%,8.1%,-12%,-18%,-27%,/
CCC1=C(OC(=O)N(CC)CC)N2C(=O)OC(=NCCOC)[C@]2(Cc2ccccc2)[C@H]2C1=CC[C@H]1C(=O)N(CC(=O)OC)C(=O)[C@H]12,-1%,-5%,4.0%&-1.2%,11%,-20%[9.22 µM],-5%&12%,/
CC(C)N(C(=O)Cn1cc(SCC(N)=O)c2ccccc21)C(C)C,0%,-4%,1.4%,-5%,-14%,0%,/
O=c1cc(-c2ccccc2Cl)oc2c(NS(=O)(=O)c3cccs3)ccc(O)c12,/,/,1.1%,-40%,-7%[9.22 µM],-19%,/
O=C(N/N=C/c1ccncc1)c1nc(-c2ccccc2)n2c1CCCCC2,0%,16%[38.3 µM],0.4%,-15%[46.1 µM],3%,-12%,-7%
Cn1nnnc1SCC(=O)N1c2ccccc2Sc2ccccc21,1%,15%[38.3 µM],-0.9%,-10%[46.1 µM],-2%,5%,/
CCOC(=O)c1cc(CC)sc1NC(=O)c1ccc2c(c1)OCCO2,5%,28%[38.3 µM],-1.0%,-15%[46.1 µM],-15%,14%,/
Cc1cc(C)n(CC(=O)n2nc(C)cc2C)n1,-1%,20%[38.3 µM],-0.8%,-2%[46.1 µM],-16%,3%,-7%
CCn1c(=O)cc(SCC(=O)NCC2CCCO2)c2ccccc21 (stereo unspecified),1%,-17%[38.3 µM],-3.2%,-23%[46.1 µM],6%,10%,3%
Clc1ccc(-c2csc(=Nc3cccnc3)n2CCCn2ccnc2)cc1Cl,1%,11%,-0.4%,-23%,11µM*,-23%,?
CC(C)c1nc2c(c(=O)n(C)c(=O)n2C)n1C,/,/,-1.1%,10%,16%[9.22 µM],10%,/

# Ordered by SMILES length (ascending): part of the list above.
SMILES,KinaseGlo FLuc,IMPase Li inh,Epigenetic reg,NPSR antag,HttQ103 aggreg,CBFb-RUNX1 inh,L3MBTL1 inh
CC(C)c1nc2c(c(=O)n(C)c(=O)n2C)n1C,/,/,-1.1%,10%,16%[9.22 µM],10%,/
N/C(=N\OC(=O)CCCOc1ccccc1)c1ccccn1,0%,2%,-1.9%[10.1 µM],8%,-10%[9.22 µM],-2%,8%
Cn1nnnc1SCC(=O)N1c2ccccc2Sc2ccccc21,1%,15%[38.3 µM],-0.9%,-10%[46.1 µM],-2%,5%,/
CCOC(=O)c1cn(CC(=O)Nc2ccc3c(c2)OCCO3)nn1,-1%,20%[38.3 µM],-11%,-6%[46.1 µM],7%,0%,4%

# Source: PubChem BioAssay (National Center for Advancing Translational Sciences (NCATS))
